Source: PubChem BioAssay
Anthrax LF inh2: Bacillus anthracis LF protease inhibitors, primary screen, biochemical, multiplex microsphere, MLPCN library. Lethal factor (Bacillus anthracis), P15917. multiplex microsphere protease cleavage assay. inhibition, % at 10 µM. actives 0.12% (n = 360,000); further: plate controls were buffer without enzyme for full effect and enzyme alone for no effect
Target sequence (P15917 whole entry, looked up): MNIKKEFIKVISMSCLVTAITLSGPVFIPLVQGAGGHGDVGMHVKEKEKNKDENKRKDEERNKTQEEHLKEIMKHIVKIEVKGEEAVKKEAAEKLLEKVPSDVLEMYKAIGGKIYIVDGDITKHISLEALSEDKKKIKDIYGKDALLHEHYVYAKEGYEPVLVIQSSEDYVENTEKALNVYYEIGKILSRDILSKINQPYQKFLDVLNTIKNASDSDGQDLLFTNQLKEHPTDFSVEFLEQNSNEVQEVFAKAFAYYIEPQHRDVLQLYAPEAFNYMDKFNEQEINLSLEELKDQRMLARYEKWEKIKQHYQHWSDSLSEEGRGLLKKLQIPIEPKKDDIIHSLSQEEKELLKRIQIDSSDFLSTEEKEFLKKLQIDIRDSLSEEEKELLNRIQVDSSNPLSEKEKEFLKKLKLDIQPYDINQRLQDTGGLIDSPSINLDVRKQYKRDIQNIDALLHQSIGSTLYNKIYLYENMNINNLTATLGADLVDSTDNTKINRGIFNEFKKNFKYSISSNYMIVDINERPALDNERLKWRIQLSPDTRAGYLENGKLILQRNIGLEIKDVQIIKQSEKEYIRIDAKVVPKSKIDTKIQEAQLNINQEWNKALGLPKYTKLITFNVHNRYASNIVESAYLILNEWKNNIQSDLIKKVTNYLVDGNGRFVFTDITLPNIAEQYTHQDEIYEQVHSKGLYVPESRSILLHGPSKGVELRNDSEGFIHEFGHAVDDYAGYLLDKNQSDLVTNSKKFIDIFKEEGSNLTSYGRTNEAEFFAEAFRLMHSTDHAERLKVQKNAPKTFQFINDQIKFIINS
BoNT F protease: BoNT/F light chain protease inhibitors, primary screen, biochemical, flow cytometry, MLPCN library. Botulinum neurotoxin type F light chain protease (Clostridium botulinum). Multiplex microsphere protease cleavage assay. inhibition, % at 10 µM. actives 0.22% (n = 360,000); in the data active means inhibition above about 35%, passing the limit was not always enough; inconclusive means no clear call, values can overlap the other calls; further: plate controls were buffer without enzyme for full effect and enzyme alone for no effect
Rv3671c protease: Rv3671c serine protease inhibitors, primary screen, biochemical, fluorescence polarization, M. tuberculosis H37Rv; inhibition, % at 5.96 µM; actives 0.048% (n = 320,000); P9WHR9; in the data active means inhibition above about 38%;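 further: extracellular domain of Rv3671c used as enzyme; 0% = enzyme with DMSO and 100% = no enzyme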
DUSP3 inh: VHR1 phosphatase inhibitors, primary screen, biochemical, absorbance, uHTS; actives 0.52% (n = 290,000); Dual specificity protein phosphatase 3 (Homo sapiens), P51452; recombinant VHR phosphatase, pNPP absorbance; inhibition, % at 13.3 µM; in the data active means inhibition above about 50%; further: some compounds called inactive have numbers as strong as hits
Target sequence (P51452 whole entry, looked up): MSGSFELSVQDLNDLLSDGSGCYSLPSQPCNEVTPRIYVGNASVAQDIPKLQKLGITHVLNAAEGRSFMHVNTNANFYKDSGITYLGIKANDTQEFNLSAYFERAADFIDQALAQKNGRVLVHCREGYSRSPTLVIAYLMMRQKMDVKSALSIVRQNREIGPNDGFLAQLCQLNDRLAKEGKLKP
BoNT A protease: BoNT/A light chain protease inhibitors, primary screen, biochemical, flow cytometry, MLPCN library. Botulinum neurotoxin type A light chain protease (Clostridium botulinum A str. ATCC 3502). actives 0.17% (n = 360,000). multiplex microsphere protease substrate cleavage. inhibition, % at 10 µM; further: plate controls were buffer without enzyme for full effect and enzyme alone for no effect
PriA SSB inh: inhibitors of Klebsiella pneumoniae PriA binding to SSB C-terminal tail, primary screen, biochemical, AlphaScreen. AlphaScreen SSBct-PriA binding, biotinylated peptide. actives 0.6% (n = 430,000). inhibition, % at 33 µM; in the data active means inhibition mostly above about 37%, no sharp cut-off; inactive means mostly below about 20%;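 further: plate controls were negative control peptide for no effect and reference peptide for full effect; strong numbers were not always called active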
CCHFV vOTU inh: CCHFV vOTU protease inhibitors, primary screen, biochemical, Pep-AMC substrate, fluorescence | AID 651958, 2012 | actives 0.55% (n = 370,000) | Crimean-Congo hemorrhagic fever virus L polyprotein viral ovarian tumor (vOTU) protease … | inhibition, % at 11.5 µM; in the data active means inhibition above about 30%; further: 0% = vehicle wells with enzyme and 100% = no enzyme wells
SARS 3CLpro inh: SARS-CoV 3CLpro protease inhibitors, primary screen, biochemical, quenched FRET; recombinant SARS-CoV 3CLpro, quenched FRET peptide cleavage; inhibition, % at 6 µM; actives 0.14% (n = 290,000); AID 1706, 2009; in the data active means inhibition above about 12%
MazF activator: activators of E. coli MazEF toxin-antitoxin RNase, primary screen, biochemical, fluorescence, uHTS | activation, % at 20 µM | AID 504720, 2011 | FAM/BHQ RNA-DNA oligo cleavage fluorescence, 5 h | actives 0.32% (n = 350,000) | Endoribonuclease toxin MazF (Escherichia coli (strain K12)), P0AE70; in the data active means activation above about 50%
Target sequence (P0AE70 whole entry, looked up): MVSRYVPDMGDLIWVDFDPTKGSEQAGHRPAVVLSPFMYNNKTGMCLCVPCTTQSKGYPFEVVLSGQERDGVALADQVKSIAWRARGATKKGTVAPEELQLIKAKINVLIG
PrPC TRFRET: inhibitors of human cell surface prion protein PrPC, primary screen, cell-based, TR-FRET; TR-FRET read-out; inhibition, % at 13.8 µM; actives 0.43% (n = 370,000); AID 720596, 2013; in the data active means inhibition above about 24%; further: 0% = median of the test wells and 100% = reference compound wells
* marks the source's active call; other numbers are inactive results; ? = inconclusive; nt = not tested or not shown. Unless noted, no stated cut-off is given here; in the data, active means inhibition above about 30%; inconclusive means no clear call, values can overlap the other calls; inactive means below that.

SMILES	Anthrax LF inh2	BoNT F protease	Rv3671c protease	DUSP3 inh	BoNT A protease	PriA SSB inh	CCHFV vOTU inh	SARS 3CLpro inh	MazF activator	PrPC TRFRET
Cc1ccnc(NC(=O)C2CCN(S(=O)(=O)c3ccc(Cl)c(C(F)(F)F)c3)CC2)c1	?	9.3	5.6	nt	5.9	-4.7	4.2	nt	-1.6	-5.9
Cc1nn(C)cc1S(=O)(=O)N1CCN(Cc2cccc(Cl)c2)CC1	-1.8	-8.4	-10.8	11.0	-3.4	-13.8	2.3	0.0	3.6	-3.2
C=CCn1cc(C=C2C(=O)NC(=O)NC2=O)c2ccccc21	8.6	17.8	-8.4	38.5	-2.2	-10.5	-2.8	0.5	-8.7	6.1
Nc1ccc(CSc2ccc(Cl)cc2)c(Cl)c1	-6.8	-0.5	nt	nt	-0.2	0.4	15.6	nt	-16.3	10.2
CCN(CC)S(=O)(=O)c1ccc(Cl)c(C(=O)OC2CC(C)OC2=O)c1 (centres undefined)	-2.0	3.3	-11.2	16.3	0.1	-8.0	2.7	-5.5	1.1	-4.6
CN1CCN(C(=O)/C(=C/c2cn(S(=O)(=O)N(C)C)c3ccccc23)NC(=O)c2ccccc2Cl)CC1	4.0	2.1	4.0	5.5	6.8	1.0	10.9	6.0	-4.1	-5.1
CCOC(=O)N1CCN(S(=O)(=O)c2ccc(C(=O)Nc3nc4ccc(F)cc4s3)cc2)CC1	-0.6	-3.3	-1.1	17.7	0.1	-8.9	-5.7	-2.1	5.9	-0.1
O=C(NCCc1ccc(Cl)cc1)C1CCN(S(=O)(=O)c2ccc(Br)s2)CC1	-2.5	-3.3	-5.1	-18.3	-0.3	-12.9	-4.1	3.2	14.0	0.4
CCC(=O)N1CCN=C1SCc1ccc(F)cc1	-6.1	0.3	-8.3	16.6	0.0	-7.1	5.5	1.7	1.7	0.8
Cn1c(N)c(C(=O)COC(=O)Cc2ccsc2)c(=O)n(C)c1=O	-0.4	3.6	4.3	34.8	0.1	-11.2	2.8	-4.4	9.7	-2.2

Reprinted from the part before: 2 compounds, followed by the next part.
SMILES	Anthrax LF inh2	BoNT F protease	Rv3671c protease	DUSP3 inh	BoNT A protease	PriA SSB inh	CCHFV vOTU inh	SARS 3CLpro inh	MazF activator	PrPC TRFRET
CCC(=O)N1CCN=C1SCc1ccc(F)cc1	-6.1	0.3	-8.3	16.6	0.0	-7.1	5.5	1.7	1.7	0.8
Cn1c(N)c(C(=O)COC(=O)Cc2ccsc2)c(=O)n(C)c1=O	-0.4	3.6	4.3	34.8	0.1	-11.2	2.8	-4.4	9.7	-2.2
COC(=O)c1cc(C(=O)Nc2ccc(S(=O)(=O)NC(C)(C)C)cc2)cc([N+](=O)[O-])c1	3.9	4.6	-5.9	6.8	0.7	11.1	14.8	8.8	4.1	-12.2
CC(C)(C)c1ccc(-c2noc(CNC(=O)c3ccco3)n2)cc1	-3.9	-3.0	4.4	-2.3	-0.6	-5.0	3.6	2.9	2.7	2.0
C=C(C)Cn1c2ccc(NC(=O)CCOCC)cc2c(=O)n1C	1.4	8.3	nt	nt	0.0	nt	-194.7	nt	nt	0.9
C=CCn1c(COc2ccc(Cl)cc2)nnc1SCC(=O)N/N=C/c1cccc(O)c1	-1.0	-6.6	-7.6	28.7	-0.3	nt	8.4	3.6	18.2	-1.2
CCOc1ccccc1C1C(C(=O)Nc2ccccc2OC)=C(C)Nc2nnnn21 (centres undefined)	3.3	-2.0	0.1	-4.7	0.2	7.0	5.9	-0.3	0.1	-5.0
CC(=O)N1CCOc2ccc(S(=O)(=O)N3CCC(C(=O)NCc4ccc(F)cc4)CC3)cc21	-1.5	-5.4	-6.4	-17.2	-1.2	-1.9	6.3	1.5	-4.5	5.6
NS(=O)(=O)c1cc(C(=O)OCC(=O)Nc2ccc3[nH]c(=O)[nH]c3c2)ccc1Cl	-3.3	0.1	-1.2	nt	-0.3	-10.8	6.4	nt	-22.0	-4.9
O=C1NC(=O)C(=Cc2ccc(-c3ccc(F)cc3O)o2)C(=O)N1	1.2	-3.2	8.3	40.8	-0.3	6.9	3.8	-3.0	-61.9	-9.1
O=C(COc1ccc(S(=O)(=O)NC2CCCCC2)cc1)NCc1ccccn1	1.8	7.1	11.7	-7.7	0.3	-11.3	-17.2	-2.4	-4.4	-2.3
Cc1ccc(-c2noc(CCC(=O)NC3CCCC3)n2)cc1	-0.4	-1.3	-6.2	12.5	-1.9	6.8	7.5	-0.4	8.1	5.8
COc1ccc(-c2nnc(SCC(=O)N3CCc4ccccc4C3)o2)cc1	1.1	1.7	-4.2	-1.0	0.1	-10.8	8.6	0.0	-7.5	3.3
Nc1ncccc1OCc1ccc(Br)cc1	-3.0	-2.2	-4.6	15.2	-1.1	7.7	-8.6	-3.3	-0.8	3.1
CCCCC(=O)NC(c1ccc(N(C)C)cc1)c1ccc2cccnc2c1O (centres undefined)	16.1	-7.9	12.6	30.4	-0.8	20.0	-4.0	-0.6	3.6	27.4*
OCCN1CCN(c2ncnc3c2ncn3[C@H]2CN(Cc3cccc(C(F)(F)F)c3)C[C@@H](CO)O2)CC1	2.8	-3.1	nt	nt	-0.4	nt	-6.3	nt	nt	-6.3
CN1C(=O)NC(c2ccccc2)C2=C1CN(c1ccc3ccccc3c1)C2=O (centres undefined)	-0.6	-2.1	4.3	23.5	-0.1	3.3	1.9	-2.0	6.5	7.5
CCn1cc(C2=NOC(C(=O)Nc3ccc4c(c3)OCO4)C2)c(C)n1 (centres undefined)	-1.4	-4.7	-7.4	8.5	-0.1	13.3	-14.7	-2.6	1.6	13.0
O=C(Nc1ccc2ccccc2c1)c1onc2c1CCCC2	-4.9	-13.0	-12.8	-8.0	-0.3	2.3	-8.4	4.1	0.5	5.3
Cc1c(Cl)cccc1NC(=S)NNc1ncc(C(F)(F)F)cc1Cl	-0.5	-10.2	-17.0	14.8	-0.3	-4.5	2.4	-2.1	1.6	1.6
CCN(CC)C(=O)c1ccc(NC(=O)COc2ccc(-c3nn(C)c(=O)c4ccccc34)cc2)cc1	-12.0	-19.6	-1.8	10.2	-5.0	1.6	14.4	0.7	3.3	-5.3
O=C(CC1Sc2ncnn2C1=O)Nc1ccccc1 (centres undefined)	-9.1	14.4	3.3	-4.1	12.3	-20.3	-3.1	8.5	4.7	6.8

Entries of single compounds from above:
Results for Nc1ccc(CSc2ccc(Cl)cc2)c(Cl)c1 : Anthrax LF inh2: -6.8; BoNT F protease: -0.5; Rv3671c protease: nt; DUSP3 inh: nt; BoNT A protease: -0.2; PriA SSB inh: 0.4; CCHFV vOTU inh: 15.6; SARS 3CLpro inh: nt; MazF activator: -16.3; PrPC TRFRET: 10.2
Results for O=C1NC(=O)C(=Cc2ccc(-c3ccc(F)cc3O)o2)C(=O)N1 : Anthrax LF inh2: 1.2; BoNT F protease: -3.2; Rv3671c protease: 8.3; DUSP3 inh: 40.8; BoNT A protease: -0.3; PriA SSB inh: 6.9; CCHFV vOTU inh: 3.8; SARS 3CLpro inh: -3.0; MazF activator: -61.9; PrPC TRFRET: -9.1

Later entries:
SMILES	Anthrax LF inh2	BoNT F protease	Rv3671c protease	DUSP3 inh	BoNT A protease	PriA SSB inh	CCHFV vOTU inh	SARS 3CLpro inh	MazF activator	PrPC TRFRET
CC(=O)c1c(C)[nH]c(C(=O)OCC(=O)Nc2cc(Cl)ccc2[N+](=O)[O-])c1C	-1.8	-8.9	2.2	0.4	-1.3	2.4	-0.4	2.0	7.3	2.7
CC1CCc2c(sc(NC(=O)CCCn3cnc([N+](=O)[O-])n3)c2C(N)=O)C1 (centres undefined)	nt	nt	9.6	28.0	nt	-6.3	13.2	1.8	-1.1	-12.5
COc1ccc(-c2cc(C(=O)N3CCN(c4ccccc4)CC3)no2)cc1	-5.6	-5.3	0.1	20.4	-1.5	0.9	6.7	4.3	2.2	-3.2
C/C(=N\N=C(/N)c1nonc1N)c1ccc2c(c1)OCO2	-4.0	?	-16.6	-5.1	-0.3	nt	11.0	0.3	1.0	-4.3
C[C@@H]1CN([C@@H](C)CO)C(=O)CCCn2nncc2CO[C@@H]1CN(C)S(=O)(=O)c1ccc(-c2ccccc2)cc1	-3.4	-4.6	nt	nt	-0.4	nt	-1.5	nt	9.5	-5.4
CCCCCC(=O)Nc1ccc(C(=O)COC(=O)Cn2cnc3c2c(=O)n(C)c(=O)n3C)cc1	-3.0	-2.2	4.0	nt	0.2	-8.0	3.1	nt	6.6	5.8
c1ccc2c(c1)CNC1(CCCCC1)C2	-3.5	-6.2	-13.8	9.7	-0.1	8.3	-6.5	-0.7	3.6	-0.5
CC1=CC2=NC(=O)/C(=C\c3cccn3CCOc3ccccc3)C(=N)N2O1	-1.1	5.8	-10.1	-0.9	0.5	16.6	1.9	1.0	0.9	4.7
COCCN(Cc1ccccc1)C(=O)c1ccc2c(=O)n3c(nc2c1)CCC3	-2.6	14.9	-10.0	nt	3.7	-9.4	-2.1	nt	-0.6	-6.0
Cc1ccc(OCC(=O)Nc2nnc(S(=O)(=O)N3CCC(C)CC3)s2)cc1	-0.7	3.3	-10.5	24.6	0.2	4.1	23.2	-0.1	6.6	-3.6
CCOC(=O)c1c(O)c2ccccc2n(-c2ccccc2)c1=O	1.6	3.0	-8.1	-2.4	0.3	-10.7	-2.8	-1.9	1.2	-5.4
C=Cn1cc[n+](CC(=O)c2ccc(OC)cc2)c1	-8.0	?	5.2	-22.4	-0.6	-8.6	-4.3	-6.9	0.5	0.0
O=C(Nc1ccc(F)cc1F)c1c(C(F)(F)F)ccnc1Oc1cccc(C(F)(F)F)c1	nt	nt	-7.2	-22.9	nt	-1.7	3.5	3.4	-5.6	5.7
COc1cccc(C(=O)C2CCCN(C/C=C/c3ccccc3OC)C2)c1 (centres undefined)	1.1	1.3	12.6	-5.7	-0.1	-5.8	-5.0	0.1	2.6	3.8
Cc1nn(C)c(C(=O)N/N=C/c2cccc(Oc3ccccc3)c2)c1Br	-1.5	6.5	-2.6	18.5	4.4	nt	7.4	3.8	2.7	5.0
Cc1cc(N2CCOCC2)nc2ccc(NC(=O)CCC(=O)N3CCN(c4ccc(F)cc4)CC3)cc12	0.4	-2.2	0.3	27.7	2.3	-10.1	-7.0	1.3	7.1	5.5
C[C@@]12C(=O)N(Cc3ccccc3)CC(=O)N1[C@H]1c3ccccc3OC[C@@H]1[C@@H]2c1ccccc1	5.2	4.6	-6.6	nt	-1.1	-12.7	3.2	nt	5.0	3.8
COc1ccc(-c2csc(Nc3ccc(S(=O)(=O)Nc4cc(OC)nc(OC)n4)cc3)n2)cc1	-3.2	-5.5	14.8	4.7	0.7	-6.5	28.8	10.3	-5.6	3.3
COc1ccc(NC(=S)N(CCC(C)C)C2CCN(C(C)C)CC2)cc1Cl	-5.4	3.5	-0.7	nt	3.4	-1.1	-4.0	3.5	10.2	-5.6
O=C(C=Cc1ccccc1)c1c[nH]c2ccccc2c1=O	-1.2	-11.8	nt	nt	-0.2	-4.5	6.7	nt	5.5	1.2
CCOc1ccc(C(CC(=O)O)NC(=O)c2sc3ccccc3c2Cl)cc1 (centres undefined)	-3.3	-9.4	-10.5	11.9	-0.2	-4.4	6.1	6.4	1.1	22.6
Cc1csc(SCC(=O)Nc2cc(S(=O)(=O)N3CCCC3)ccc2Cl)n1	-0.5	-47.6	0.3	29.4	-2.0	-16.0	13.0	3.9	2.5	-0.2
COc1cc(CCN)ccc1O	-11.5	-50.2	-7.4	nt	-3.2	-7.8	4.6	nt	4.5	-4.2

These rows are one share of the data; rates above refer to the full screens.
